T cell HTS: modulators of CD8 T cell-vesicle binding, primary screen, mouse 2C CD8+ T cells, flow cytometry; 2C CD8+ T cell-vesicle binding; hits give low values; 330,000 tested, 0.068% active; calls only at 7 µM; AID 2052, 2009;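 active means response, share of CD8 T cells binding vesicles, and their 90th percentile fluorescence all below set limits, cut at about 80% in these data, passing the limit was not always enough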
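Read-out – percent CD8+ FL2 mean versus row control · System – murine 2C transgenic CD8+ T lymphocytes · Times – 1.5 h cell–vesicle binding at 37 °C, then 20 min icy labelling · Control set – naked vesicles low, QL9 vesicles with vehicle high · Detection – cytometric PE anti-B7-1 and Alexa647 anti-CD8 signals after 1% paraformaldehyde fixation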
NS5 inhibitors: Dengue-2 NS5 methyltransferase inhibitors, primary screen, biochemical, confirmation dose response (AID 588689) | Genome polyprotein (Dengue virus type 2 (strain 16681-PDK53)) | Dengue-2 NS5 methyltransferase capping enzyme assay, biochemical; higher % means a stronger effect | inhibition, % at 25 µM; hits with a dose series show IC50 in µM | 340,000 tested, 0.3% active; in the data active means a potency from the dose series; inconclusive means inhibition above about 29% without an active follow-up result
NTR1 ag: agonists of NTR1, primary screen, imaging, U2OS cells, beta-arrestin-GFP, high content (AID 493036) | NTR1-U2OS beta-arrestin-GFP spot imaging, agonist mode | activation, % at 20 µM | 330,000 tested, 0.17% active;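 active means activation at or above 40% of the spot to cytoplasm intensity ratio, with at least 20 cells analyzed; inconclusive means wells under 20 cells, flagged as cytotoxic or low count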;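 further: 0% = DMSO without peptide and 100% = 100 nM NTR1 peptide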
Target sequence (P30989 whole entry, looked up): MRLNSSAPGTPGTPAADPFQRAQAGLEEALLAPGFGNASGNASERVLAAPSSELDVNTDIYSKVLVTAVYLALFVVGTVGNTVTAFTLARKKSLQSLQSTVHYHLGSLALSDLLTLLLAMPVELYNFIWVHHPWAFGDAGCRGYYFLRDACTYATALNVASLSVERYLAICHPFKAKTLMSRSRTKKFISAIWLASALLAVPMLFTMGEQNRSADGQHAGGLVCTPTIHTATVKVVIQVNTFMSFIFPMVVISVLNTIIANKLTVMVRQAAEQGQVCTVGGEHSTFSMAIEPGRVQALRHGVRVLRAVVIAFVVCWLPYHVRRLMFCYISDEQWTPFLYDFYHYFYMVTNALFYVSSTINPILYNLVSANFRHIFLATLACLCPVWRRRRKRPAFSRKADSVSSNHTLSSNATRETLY
Rac1 GTP hydrolysis: MgcRacGAP GTPase-activating activity inhibitors, confirmation, biochemical, ADP Hunter fluorescence. AID 624330, 2012. MgcRacGAP-stimulated Rac1 GTP hydrolysis, ADP Hunter fluorescence; higher % means a stronger effect; GST-tagged Rac1 F28L mutant substrate. inhibition, % at 30 µM, or IC50 in µM where a hit was titrated. Rac GTPase-activating protein 1 (Homo sapiens). 340,000 tested, 0.6% active;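 active means first-screen hits whose inhibition reached a set limit at any dose in the follow-up dose series; inconclusive means inhibition above the set first-screen limit but never retested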;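 further: fluorescence reports GDP produced by GAP-driven GTP hydrolysis; strong numbers were not always called active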
Large T inhibition: SV40 large T antigen inhibitors, biochemical (AID 1903). SV40 large T antigen ATPase/helicase inhibition assay; higher % means a stronger effect. 310,000 tested, 0.39% active. inhibition, % at 20 µM, or IC50 in µM where a hit was titrated; in the data active means a potency from the dose series; inconclusive means inhibition mostly from about 32% at the one dose, without a potency; inactive means the rest, 99 in 100 with inhibition below about 32%; further: strong numbers were not always called active
UTI89 phage lysis: inhibition of K1F phage lysis, E. coli UTI89, bacterial capsule biogenesis inhibitors, alamar blue (AID 488966) | E. coli UTI89 K1F phage lysis, alamar blue, 2 h; higher % means a stronger effect | inhibition, % at 100 µM, or IC50 in µM where a hit was titrated | 340,000 tested, 0.02% active;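 active means phage lysis inhibition, versus mean bacterial control, above a set limit; inconclusive means no clear call, values can overlap the other calls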;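 further: capsule biogenesis inhibitors block K1F phage lysis so surviving cells raise fluorescence; higher fluorescence means more inhibition of phage lysis; actives were called in the ten point dose series up to 300 µM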
West Nile virus CPE: West Nile virus antiviral activity, cell-based, CPE readout (AID 1621) | West Nile virus-infected cells, CPE inhibition; higher % means a stronger effect | CPE inhibition, % at 10 µM; hits with a dose series show IC50 in µM | 290,000 tested, 0.02% active; in the data active means a potency from the dose series; inconclusive means CPE inhibition mostly from about 3.7% at the one dose, without a potency; inactive means the rest, 99 in 100 with CPE inhibition below about 2.2%; further: strong numbers were not always called active
Salmonella PhoP GFP: inhibitors of PhoP regulon expression, primary screen, Salmonella Typhimurium, GFP reporter (AID 1863) | 300,000 tested, 0.16% active | S. Typhimurium PhoP-regulated promoter GFP reporter, 4 h; higher % means a stronger effect | inhibition, % at 50 µM, or IC50 in µM where a hit was titrated;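 active means inhibition over 29.93%, a cutoff 3 SD above the screen mean, later confirmed by dose response; inconclusive means inhibition over 29.93% but no dose response follow-up; inactive means inhibition at most 29.93% or unconfirmed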;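 further: 0% = low Mg2+ inducing control and 100% = high Mg2+ repressing control; strong numbers were not always called active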
RSV antiviral HEp-2: RSV antiviral activity via CPE protection, HEp-2 cells, primary 10 µM value included (AID 2391). 310,000 tested, 0.13% active. CPE inhibition, % at 10 µM; hits with a dose series show IC50 in µM. HEp-2 cells, RSV-induced CPE inhibition; higher % means a stronger effect; in the data active means a potency from the dose series; inconclusive means CPE inhibition mostly from about 23% at the one dose, without a potency; inactive means the rest, 99 in 100 with CPE inhibition below about 21%; further: strong numbers were not always called active
T cell HTS vesicle-bound %: further read-out of T cell HTS, marked with its call; double positive events, %; measured here: CD8+ vesicle-bound cell fraction;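 binding gate set so that unloaded-vesicle control wells show 10% double positive cells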
NTR1 ag cell count 20 µM: second read-out of NTR1 ag, no call of its own (marks repeat the call); cell count; measured here: cell count, cytotoxicity flag
The depositor's hits bear a star; i = inactive; ? = inconclusive; . = not tested or not shown; [ ] = dose if it differs, or a comment.

smiles	T cell HTS	T cell HTS vesicle-bound %	NS5 inhibitors	NTR1 ag	NTR1 ag cell count 20 µM	Rac1 GTP hydrolysis	Large T inhibition	UTI89 phage lysis	West Nile virus CPE	Salmonella PhoP GFP	RSV antiviral HEp-2
O=[N+]([O-])c1cccc(CNc2ccc3c(c2)CCC3)c1	i	20.6	-7.8%	1.7	34	28.0%	12.0%	0.0%	-1.4%	-4.3%	6.0%
CSc1ncc(C(=O)Nc2ccc(C(C)=O)cc2)c(-c2ccccc2)n1	i	53.1	-4.1%	1.5	84	6.1%	-0.9%	0.4%	-0.8%	-7.1%	2.2%
CN(C)S(=O)(=O)c1ccc(N2CCCC2)c(C(=O)NCc2ccc(Cl)cc2)c1	i	46.8	0.0%	0.6	60	11.0%	13.0%	2.3%	0.2%	26.9%	-1.1%
CCOC(=O)c1ccc(NC(=S)N2CCN(C(=O)C3CCCO3)CC2)cc1 (stereo not given)	i	72.9	4.5%	-0.2	66	6.1%	-5.1%	1.6%[50 µM]	-0.3%	1.9%	0.1%
O=C(NN1C(=O)C2C(C1=O)C1C=CC2C12CC2)c1cccnc1 (stereo not given)	i	19.0	-2.3%	0.4	37	11.5%	24.1%	1.0%	0.6%	-0.3%	-0.2%
CC(C)NS(=O)(=O)c1ccc(CCC(=O)N2CCC(C(N)=O)CC2)cc1	i	25.2	-1.5%	0.2	80	7.5%	6.8%	-0.9%	0.3%	-2.2%	0.4%
CCOC(=O)c1c(NC(=O)CSc2nc3ccccc3c(=O)n2-c2ccccc2)sc(C(C)=O)c1C	i	60.9	-1.8%	-0.8	74	10.8%	13.4%	0.3%	-0.5%	-5.0%	7.3%
CCOC(=O)C1CCCN(C(=O)C2CCN(S(=O)(=O)c3cccs3)CC2)C1 (stereo not given)	i	41.8	-5.6%	1.8	65	4.8%	27.1%	1.5%	-0.5%	8.8%	0.0%
COc1ccccc1-c1cn[nH]c1-c1ccc(OCc2ccccc2)cc1O	i	24.4	0.8%	56.8*	67*	12.3%	7.9%	0.1%	-0.8%	-2.8%	6.8%
C=CCOC(=O)C1=C[C@@H](c2ccc(Br)cc2)C[C@@H](OCc2ccc(CO)cc2)O1	.	.	-7.4%	5.8	91	7.5%	0.1%	-1.1%	-0.3%	-10.5%	10.8%
COC(=O)/C=C/CC(C)OS(N)(=O)=O (stereo not given)	i	24.8	-0.8%	-0.4	98	9.4%	18.7%	-1.6%	0.3%	10.1%	1.1%
Cc1ccc(NC(=O)c2ccc(Cl)c(NC(=O)c3cccs3)c2)cc1	i	28.2	-7.2%	7.7	80	8.9%	4.9%	4.1%[50 µM]	-1.0%	-5.1%	?
COc1ccc(CCN2C(=O)C3C4CC(C5C(C(=O)N/N=C\c6ccc(Cl)cc6)=NOC45)C3C2=O)cc1OC (stereo not given)	i	14.2	-5.5%	0.7	50	15.3%	7.8%	0.1%	0.2%	-13.6%	-0.3%
FC(F)(F)Oc1ccc(NC(=S)Nc2ccc(OC(F)(F)F)cc2)cc1	i	30.2	-8.4%	6.5	63	11.7%	16.7%	-0.7%	2.8%	-1.3%	9.6%
COc1ccc(N(C(C)C(=O)N/N=C/c2ccc(OC)c(OC)c2)S(C)(=O)=O)cc1 (stereo not given)	i	28.4	-0.9%	-0.7	102	10.0%	7.2%	-0.1%	0.0%	-5.6%	-0.4%
NS(=O)(=O)c1cccc(NC(=O)CSc2ccccn2)c1	i	14.3	-2.1%	-0.6	49	6.0%	6.6%	-0.7%	0.0%	15.9%	0.9%
O=C(COc1ccc(C(=O)c2ccccc2)cc1)NCC1CCCCC1	i	33.0	0.7%	-0.6	64	7.3%	-9.5%	2.7%	-1.9%	0.1%	13.2%
CCN(c1ccccc1)S(=O)(=O)c1ccc(Cl)c(NC(=O)CNC(C)c2ccccc2)c1 (stereo not given)	i	56.8	3.7%	4.8	62	-1.9%	.	-0.1%[50 µM]	.	.	.
Cn1cc(CN(Cc2ccccn2)C[C@@H]2CCC(=O)N2)c(-c2ccccc2F)n1	i	51.7	0.9%	-0.3	85	4.0%	1.0%	-0.1%	0.5%	4.8%	1.2%
Cc1cccc(C)c1NC(=O)/C(C#N)=C/c1cccs1	i	33.6	-12.0%	0.3	61	4.8%	2.9%	5.4%	-0.8%	2.9%	0.9%
Cc1ccc(S(=O)(=O)Oc2ccc(/C=N/N=C3/NC(=O)C(CC(=O)O)S3)cc2)cc1[N+](=O)[O-] (stereo not given)	i	31.9	11.1%	-0.7	48	5.6%	29.0%	-0.2%	0.3%	13.0%	0.5%
COc1cccc(CC(=O)OCC(=O)NC(C)c2ccc(F)cc2)c1 (stereo not given)	i	43.0	-3.0%	-1.4	41	3.5%	.	3.2%[50 µM]	.	.	2.0%
O=C(NCc1ccccc1)Nc1cccn(Cc2cccc(F)c2)c1=O	i	35.4	3.2%	-2.3	65	6.7%	12.4%	3.0%[50 µM]	-1.7%	-14.3%	0.6%
Cn1c(=O)[nH]c(=O)c2c1nc(N1CCCCC1)n2CCSc1nc2ccccc2o1	i	28.5	5.5%	7.8	70	8.9%	8.1%	-1.2%	0.0%	0.0%	-0.7%
CN(C(=O)CSc1nncn1-c1ccccc1)C1CCS(=O)(=O)C1 (stereo not given)	i	64.7	-3.6%	1.3	57	4.3%	5.9%	0.5%[50 µM]	.	-7.2%	0.0%
Cc1nnc(SCC(=O)N/N=C/c2ccc(-c3ccc(C)c(Cl)c3)o2)s1	i	45.6	-2.2%	5.3	60	2.6%	3.6%	-2.0%	-0.8%	-18.6%	4.3%
CCOC(=O)c1c(C)[nH]c(C(=O)OCC(=O)N2CCN(S(=O)(=O)c3ccccc3)CC2)c1C	i	36.4	-8.9%	0.8	84	-0.7%	-0.9%	0.8%	-0.4%	-3.2%	-0.2%
Cc1cc(F)ccc1NC(=O)CCc1c(C)nn(-c2ccc(N3CCCCC3)nn2)c1C	i	11.0	0.0%	-0.3	68	5.2%	2.7%	0.1%	0.5%	0.3%	3.2%
CCOC(=O)c1oc2ccccc2c1COC(=O)CNC(=O)c1ccc(C)cc1	i	38.5	2.2%	1.7	58	9.3%	1.8%	1.1%[50 µM]	.	2.0%	0.3%
COc1ccc(C2/C(=C(/O)c3ccccc3)C(=O)C(=O)N2c2ccccn2)cc1 (stereo not given)	i	8.4	-14.3%	1.5	55	3.0%	8.4%	0.3%	-0.5%	-3.1%	0.0%
CC(C)n1c(N2CCN(CC(=O)NCc3cccs3)CC2)nc2ccccc21	i	7.3	0.8%	-0.2	96	5.6%	-6.2%	-0.4%	-0.3%	28.2%	2.2%
CCN(CC)c1ccc(NC(=O)CSc2nc3ccccc3c(=O)n2-c2cc(S(=O)(=O)N(C)C)ccc2C)cc1	i	37.2	1.4%	-0.4	51	17.6%	7.3%	7.1%	-1.0%	20.0%	4.7%
COc1ccc(S(=O)(=O)N2CCOCC2)cc1NC(=O)c1c(-c2ccccc2)noc1C	.	.	7.2%	1.0	57	13.4%	.	0.3%[50 µM]	.	.	.
CC(C)CC(=O)NC(=S)Nc1ccccn1	i	30.8	-8.9%	-2.0	94	8.7%	10.0%	0.3%	-0.1%	1.0%	1.6%
COc1ccc(NC(=O)/C=C/c2ccc(Br)o2)cn1	i	50.7	2.2%	-0.6	84	22.5%	7.1%	-0.7%	-0.2%	-9.7%	6.2%
Cc1ccc(C(=O)C(=S)N2CCOCC2)cc1	i	44.2	-8.3%	2.0	35	-1.3%	9.0%	1.7%	-0.2%	0.0%	1.7%

Looked up by structure from the list above:
smiles	T cell HTS	T cell HTS vesicle-bound %	NS5 inhibitors	NTR1 ag	NTR1 ag cell count 20 µM	Rac1 GTP hydrolysis	Large T inhibition	UTI89 phage lysis	West Nile virus CPE	Salmonella PhoP GFP	RSV antiviral HEp-2
COc1ccc(N(C(C)C(=O)N/N=C/c2ccc(OC)c(OC)c2)S(C)(=O)=O)cc1 (stereo not given)	i	28.4	-0.9%	-0.7	102	10.0%	7.2%	-0.1%	0.0%	-5.6%	-0.4%
COc1cccc(CC(=O)OCC(=O)NC(C)c2ccc(F)cc2)c1 (stereo not given)	i	43.0	-3.0%	-1.4	41	3.5%	.	3.2%[50 µM]	.	.	2.0%
Cc1nnc(SCC(=O)N/N=C/c2ccc(-c3ccc(C)c(Cl)c3)o2)s1	i	45.6	-2.2%	5.3	60	2.6%	3.6%	-2.0%	-0.8%	-18.6%	4.3%

The results go on.
smiles	T cell HTS	T cell HTS vesicle-bound %	NS5 inhibitors	NTR1 ag	NTR1 ag cell count 20 µM	Rac1 GTP hydrolysis	Large T inhibition	UTI89 phage lysis	West Nile virus CPE	Salmonella PhoP GFP	RSV antiviral HEp-2
CCN(CC)CCN1c2ccccc2Sc2ccccc21	i	10.5	2.9%	0.6	50	24.6%	34.5%	1.1%[50 µM]	-0.4%	-4.2%	0.4%
CC(=O)Oc1cccc(N2C(=O)C3CC=CCC3C2=O)c1 (stereo not given)	i	27.3	-3.2%	0.4	35	-1.3%	14.9%	-1.5%	-0.1%	3.8%	0.4%
COc1cc(C2C(C(=O)/C=C/c3ccccc3)=C(O)C(=O)N2c2ccccn2)ccc1O (stereo not given)	i	1.7	-16.2%	1.5	42	9.8%	14.5%	1.3%	0.0%	-0.8%	-0.3%
Cc1ccc(-n2c(C)cc(/C=N\NC(=O)CC(=O)NC(C)C)c2C)cc1	i	21.7	3.6%	-0.6	44	-4.0%	30.0%	3.2%	-0.4%	-6.5%	3.5%
O=C(O)C1CCN(c2ccc(Cl)nn2)CC1	i	30.4	-6.2%	1.5	77	3.9%	22.3%	0.0%	.	-7.9%	0.7%
O=C(c1cnn2c(C(F)F)cc(-c3ccccc3)nc12)N1CCN(Cc2ccc3c(c2)OCO3)CC1	i	69.1	3.9%	6.9	71	7.8%	12.0%	1.2%[50 µM]	-0.3%	3.7%	12.0%

Bioassay records from PubChem BioAssay.
